Screening results deposited in PubChem by several laboratories.
CAL PDZ FP = untagged CAL PDZ binding inhibitors, primary screen, biochemical, fluorescence polarization, HTS | Golgi-associated PDZ and coiled-coil motif-containing protein (Homo sapiens), Q9HD26 | purified CAL PDZ, TMR-peptide fluorescence polarization, 1 h | inhibition, % at 24.9 µM | 300,000 compounds, 0.92% hits | AID 602252, 2012;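 active = mean inhibition of at least 30% with at least half of replicates also reaching 30%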;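 also: 0% = DMSO neutral control and 100% = excess unlabeled competitor peptide PRC23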
OPRM1-OPRD1 inv = inverse agonists of MOR-DOR heterodimerization, primary screen, cell-based, luminescence; Mu-type opioid receptor (Homo sapiens) + Delta-type opioid receptor (Homo sapiens), …; inhibition, % at 9.3 µM; cell-based MOR-DOR heterodimer luminescence, inverse agonism; 340,000 compounds, 0.21% hits; in the data active = inhibition above about 22%, passing the limit was not always enough;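 also: 0% = cells with DMSO and 100% = wells without cells with DMSO; values of inactives mirror those of a sister screen read the other way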
cardiac RTF act = cardiac RTF calcium sensitivity activators, primary screen, biochemical, IANBD-TnC fluorescence, EC20 calcium; Troponin I, cardiac muscle (Homo sapiens) + Troponin T, cardiac muscle (Homo sapiens) + …; IANBD-labeled TnC RTF fluorescence at EC20 calcium; 0% EC20 calcium, 100% full calcium; activation, % at 7.2 µM; 340,000 compounds, 0.24% hits; AID 493008, 2010;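 active = activation above the mean over all tested compounds plus 3 SD, cut at about 30% in these data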;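 also: rise in fluorescence read as greater calcium sensitivity of cardiac thin filaments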
C-LANA FP = inhibitors of KSHV C-LANA binding to DNA, primary screen, biochemical, fluorescence polarization, FAM-LBS DNA, MBP-C-LANA, single point. Kaposi's sarcoma herpesvirus LANA C-terminal domain (residues 932-1162) DNA binding. inhibition, % at 9 µM. 340,000 compounds, 0.078% hits;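 active = highest replicate inhibition at or above 60% at 9 µM, even if other replicates fall short; inactive = all replicates below 60% inhibition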;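 also: 0% = neutral control wells and 100% = 4 µM acridine orange control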
Keap1-Nrf2 PPI = Keap1-Nrf2 protein-protein interaction inhibitors, primary screen, biochemical, fluorescence polarization, single point; AID 504523, 2011; Keap1 Kelch-Nrf2 peptide fluorescence polarization, 1536-well; 340,000 compounds, 0.15% hits; inhibition, % at 9.4 µM; in the data active = inhibition above about 12%;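 also: human Keap1 Kelch domain with fluorescein labeled Nrf2 9mer peptide probe; 0% = neutral control wells and 100% = peptide positive control; higher means more block of Keap1 binding to Nrf2 peptide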
Target sequence (Q14145 whole entry, looked up, the tested form may be a part): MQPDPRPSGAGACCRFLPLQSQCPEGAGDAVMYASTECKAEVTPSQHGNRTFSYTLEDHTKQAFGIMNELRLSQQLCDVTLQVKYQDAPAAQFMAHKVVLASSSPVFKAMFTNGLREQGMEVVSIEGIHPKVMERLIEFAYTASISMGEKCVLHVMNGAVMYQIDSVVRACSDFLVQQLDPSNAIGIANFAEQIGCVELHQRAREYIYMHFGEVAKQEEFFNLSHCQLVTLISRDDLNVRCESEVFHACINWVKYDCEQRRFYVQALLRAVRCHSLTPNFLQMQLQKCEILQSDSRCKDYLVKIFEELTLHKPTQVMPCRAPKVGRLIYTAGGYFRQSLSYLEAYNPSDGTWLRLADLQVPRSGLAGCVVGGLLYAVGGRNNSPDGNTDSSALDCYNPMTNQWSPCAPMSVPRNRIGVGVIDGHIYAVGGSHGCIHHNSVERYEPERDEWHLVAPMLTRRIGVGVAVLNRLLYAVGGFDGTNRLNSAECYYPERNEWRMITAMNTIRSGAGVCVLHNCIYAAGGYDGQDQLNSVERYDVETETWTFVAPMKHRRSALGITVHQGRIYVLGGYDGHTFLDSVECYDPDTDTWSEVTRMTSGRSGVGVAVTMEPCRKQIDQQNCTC
HTR5A ag ctr = HTR5A agonists in luminescence cell assay, primary screen, counter-screen for OPRM1-OPRD1 heterodimer agonist project, full-deck HTS. 5-hydroxytryptamine receptor 5A (Homo sapiens), P47898. cell-based. 340,000 compounds, 0.61% hits. AID 504692, 2011. activation, % at 9.3 µM; in the data active = activation mostly above about 9.5%, no sharp cut-off; inactive = mostly below about 7.6%;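 also: 0% = cells with vehicle only and 100% = reference agonist; strong numbers were not always called active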
Target sequence (P47898 whole entry, looked up): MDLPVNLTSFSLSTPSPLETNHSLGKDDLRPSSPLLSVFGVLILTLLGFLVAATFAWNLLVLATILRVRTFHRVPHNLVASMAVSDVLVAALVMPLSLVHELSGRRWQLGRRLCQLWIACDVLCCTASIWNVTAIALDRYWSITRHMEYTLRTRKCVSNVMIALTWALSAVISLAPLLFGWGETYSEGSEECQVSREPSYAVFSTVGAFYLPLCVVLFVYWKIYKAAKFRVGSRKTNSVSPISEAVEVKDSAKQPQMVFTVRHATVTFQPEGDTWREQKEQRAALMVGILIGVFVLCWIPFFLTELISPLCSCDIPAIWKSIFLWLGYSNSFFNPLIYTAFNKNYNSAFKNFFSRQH
V-ATPase pH = regulators of yeast V-ATPase proton pumping, primary screen, pHLuorin cytosolic pH fluorescence; 350,000 compounds, 0.37% hits; response, % at 10 µM; S. cerevisiae; in the data active = response mostly above about 7.3%, no sharp cut-off; inactive = mostly below about 5.4%; also: actives read high; inactives centre near 0; some compounds called inactive have numbers as strong as hits; reference of the scale not given here
RTF Ca sens inh = cardiac RTF calcium sensitivity inhibitors, primary screen, biochemical, IANBD-TnC fluorescence, EC70 calcium; Troponin I, cardiac muscle (Homo sapiens) + Troponin T, cardiac muscle (Homo sapiens) + …; IANBD-labeled cardiac RTF, Ca2+ fluorescence; inhibition, % at 7.15 µM; 340,000 compounds, 0.12% hits;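 active = inhibition above the mean inhibition of all tested compounds plus 3 SD, cut at about 17% in these data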;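 also: assay run at fixed EC70 calcium of 1.6 mM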
OPRM1-OPRD1 ag = agonists of OPRM1-OPRD1 heterodimerization, primary screen, cell-based, luminescence. cells. Mu-type opioid receptor (Homo sapiens) + Delta-type opioid receptor (Homo sapiens), …. 340,000 compounds, 0.3% hits. activation, % at 9.3 µM. AID 504326, 2011; in the data active = activation above about 18%;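 also: 0% = vehicle-treated cells and 100% = reference agonist; values of inactives mirror those of a sister screen read the other way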
HTR5A inv ag = HTR5A inverse agonists in luminescence cell assay, primary screen, counter-screen for OPRM1-OPRD1 heterodimer inverse agonist project, full-deck HTS; HTR5A cell line, inverse agonism; inhibition, % at 9.3 µM; 340,000 compounds, 0.083% hits; AID 504634, 2011; in the data active = inhibition mostly above about 23%, no sharp cut-off; inactive = mostly below about 18%;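 also: 0% = cells with DMSO and 100% = no-cell wells with DMSO; some compounds called inactive have numbers as strong as hits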
Starred values were filed as active, the others as inactive; . = no result given.

SMILES	CAL PDZ FP	OPRM1-OPRD1 inv	cardiac RTF act	C-LANA FP	Keap1-Nrf2 PPI	HTR5A ag ctr	V-ATPase pH	RTF Ca sens inh	OPRM1-OPRD1 ag	HTR5A inv ag
CC1CCN(S(=O)(=O)c2ccc3[nH]c(=O)c(=O)[nH]c3c2)CC1	-3	-1	-2	0.8	2	-4	3	-6	0.2	-2
COC(=O)c1ccc(S(=O)(=O)N2CCc3ccccc32)cc1	-2	1	-1	0.0	3	-4	0	-3	-0.3	16
CC1(C)Cc2nc3oc4c(=S)nc[nH]c4c3cc2CO1	-4	3	4	-0.2	-1	6	0	-6	-0.7	-18
COC(=O)c1sccc1NC(=O)c1cnc2cc(C)nn2c1C	-5	10	2	1.5	0	1	7	6	-2.2	-3
COCCNc1nc2c(c(=O)n(Cc3cccc(Cl)c3)c(=O)n2C)n1C	-4	9	0	0.9	-1	3	-3	-4	-1.5	-10
O=C(Cc1ccc(-c2ccccc2)cc1)Nc1ccccc1	.	-27	-3	1.5	-2	0	-2	6	3.2	-10
CCOc1cccc(-c2nnc3sc(COc4ccc(OC)cc4)nn23)c1	-2	2	1	1.8	-2	-1	1	-7	-0.3	-5
CC1CC2CCCC(O)=C2C(=O)O1 (configuration not stated)	-1	9	-2	0.9	-3	0	-1	1	-1.8	11
CC(C)(C)C(=O)NC(=S)Nc1ccc(S(=O)(=O)Nc2nccs2)cc1	4	7	-2	0.4	-9	0	3	-1	-1.4	1
CC(=O)Nc1c(C(=O)c2ccccc2)oc2ccccc12	-5	6	-1	-1.9	5	-3	6	-3	-1.3	7
Cc1ccc(C)c(N(C(=O)Cn2nnc(-c3cccs3)n2)C(C(=O)NC2CC2)c2ccc(C)o2)c1 (configuration not stated)	-2	-18	3	-0.7	-2	1	-1	0	3.2	-9
COc1ccc(C(=O)Nc2cccnc2Cl)cc1OC	-2	11	-2	-0.9	1	-3	-2	-3	-2.2	-16

Compound profiles, from the list above. Order of screens: CAL PDZ FP | OPRM1-OPRD1 inv | cardiac RTF act | C-LANA FP | Keap1-Nrf2 PPI | HTR5A ag ctr | V-ATPase pH | RTF Ca sens inh | OPRM1-OPRD1 ag | HTR5A inv ag
CC(C)(C)C(=O)NC(=S)Nc1ccc(S(=O)(=O)Nc2nccs2)cc1 is listed as 4 | 7 | -2 | 0.4 | -9 | 0 | 3 | -1 | -1.4 | 1
Cc1ccc(C)c(N(C(=O)Cn2nnc(-c3cccs3)n2)C(C(=O)NC2CC2)c2ccc(C)o2)c1 (configuration not stated) is listed as -2 | -18 | 3 | -0.7 | -2 | 1 | -1 | 0 | 3.2 | -9
COC(=O)c1sccc1NC(=O)c1cnc2cc(C)nn2c1C is listed as -5 | 10 | 2 | 1.5 | 0 | 1 | 7 | 6 | -2.2 | -3

Later entries:
SMILES	CAL PDZ FP	OPRM1-OPRD1 inv	cardiac RTF act	C-LANA FP	Keap1-Nrf2 PPI	HTR5A ag ctr	V-ATPase pH	RTF Ca sens inh	OPRM1-OPRD1 ag	HTR5A inv ag
CCOC(=O)C1=C(O)/C(=C/c2cccc(OC)c2O)N=C1C	0	12	6	-2.7	-1	-9	-1	9	-2.1	22
CN(C)c1ccc(C(C(=O)NCC2CCCO2)N(Cc2ccco2)C(=O)c2snc(C(N)=O)c2N)cc1 (configuration not stated)	-6	11	-1	1.0	2	5	1	-10	-2.1	-18
COc1ccc(C(=O)Nc2sc3c(c2C#N)CCN(C(C)=O)C3)cc1	-5	8	0	3.6	5	-5	-2	-9	-1.6	12
CCOC(=O)c1cc(C#N)c(SCC(=O)Nc2ccc(C(C)=O)cc2)[nH]c1=O	-5	-3	0	-0.1	-8	5	-3	-9	0.5	-15
O=C(CSc1nc2ccccc2c(=O)n1CCCO)NC1CC1	0	9	0	-2.4	-4	9	3	-9	-2.4	-21
Cc1ccc(C(=O)O/N=C(\c2ccccc2)c2cccnc2)cc1	12	-11	6	-1.0	-5	8	-3	5	2.2	19
CN(C1CCCCC1)S(=O)(=O)Cc1ccccc1	-2	10	-7	2.1	0	0	-1	-11	-1.9	-20
CC1CCCC(C)N1CC(O)COCc1ccccc1F (configuration not stated)	-1	16	-3	2.5	0	2	2	-12	-3.4	-8
CC(O)Cc1cn(CC(=O)N2CCNCC2)nn1 (configuration not stated)	-2	4	2	-0.7	4	6	6	-11	-0.8	4
COC(=O)C1=C(C)NC(=S)N(C(C)=O)C1c1ccccc1 (configuration not stated)	-5	2	-5	1.1	-2	0	-3	-3	-0.5	-20
COc1ccc(S(=O)(=O)NC2CC(=O)N(c3cccc(F)c3)C2)cc1OC (configuration not stated)	-2	12	3	-1.1	-1	7	-4	-20	-2.3	-17
O=C(CCN1C(=O)C2CCCCC2C1=O)N1CCN(S(=O)(=O)c2c(F)cccc2F)CC1 (configuration not stated)	0	16	2	0.9	-7	0	-1	-13	-2.5	13
COc1ccccc1N1CCN(CC(=O)Nc2ccc3c(c2)OCCO3)CC1	-1	8	9	-1.1	-3	4	7	-10	-1.6	-11
CCOC(=O)C1C(=O)NC(C)C1c1ccccc1 (configuration not stated)	-4	10	2	-0.5	4	-2	0	11	-1.9	6
O=C(Cc1ccc(Cl)cc1)NNC(=S)NC(=O)c1cccs1	-4	21	9	1.2	-1	-2	3	-4	-4.0	-21
NS(=O)(=O)c1ccc(CNS(=O)(=O)c2ccc3c(c2)OCCO3)cc1	-7	16	-4	0.4	4	-2	-4	-9	-3.0	-7
COc1cccc(C2C(C(=O)c3ccco3)=C(O)C(=O)N2CCCN2CCOCC2)c1OC (configuration not stated)	.	5	-2	0.2	0	0	2	3	-1.0	-6
O=C(C[C@@H]1C/C=C\CC[C@H](Cc2ccc(F)cc2)C(=O)OC[C@@H]2CCCN2C1=O)NCCO	-3	12	6	0.9	-6	4	2	-12	-2.0	-1
Cc1nc(SCC(=O)NCC2CCCO2)[nH]c(=O)c1C (configuration not stated)	.	-13	-8	0.5	1	-1	-10	-16	1.9	3
CCCc1ccc2oc(C(=O)N(C)Cc3ccn[nH]3)c(C)c2c1	-4	2	-3	0.3	2	0	0	-6	-0.4	8
Cc1ccc(NC(=O)c2oc(=O)c3ccccc3c2-c2ccccc2)c(C)c1	2	3	2	1.2	-1	-3	7	-4	-0.4	-1
O=[N+]([O-])c1ccc(O)c(-c2cc(C(F)(F)F)nc(-c3ccccc3)n2)c1	4	1	1	-1.0	-2	6	1	-5	-0.2	-23
CC1CCN(C(=O)C2CC(c3ccc(F)cc3)=NO2)CC1 (configuration not stated)	.	10	-5	0.2	-4	-3	-2	1	-1.9	8
Cn1nc(C(C)(C)C)cc1NC(=O)Nc1cc(Cl)cc(Cl)c1	-4	-6	-2	-1.4	-3	-2	0	-4	1.2	12

Brought forward from above: 4 entries, followed by the next part.
SMILES	CAL PDZ FP	OPRM1-OPRD1 inv	cardiac RTF act	C-LANA FP	Keap1-Nrf2 PPI	HTR5A ag ctr	V-ATPase pH	RTF Ca sens inh	OPRM1-OPRD1 ag	HTR5A inv ag
Cc1ccc(NC(=O)c2oc(=O)c3ccccc3c2-c2ccccc2)c(C)c1	2	3	2	1.2	-1	-3	7	-4	-0.4	-1
O=[N+]([O-])c1ccc(O)c(-c2cc(C(F)(F)F)nc(-c3ccccc3)n2)c1	4	1	1	-1.0	-2	6	1	-5	-0.2	-23
CC1CCN(C(=O)C2CC(c3ccc(F)cc3)=NO2)CC1 (configuration not stated)	.	10	-5	0.2	-4	-3	-2	1	-1.9	8
Cn1nc(C(C)(C)C)cc1NC(=O)Nc1cc(Cl)cc(Cl)c1	-4	-6	-2	-1.4	-3	-2	0	-4	1.2	12
CC(C)(C)c1ccccc1OCCCCCn1ccnc1	6	-28	12	-2.5	-2	2	-1	-8	5.8	-24
CC(=O)c1ccc(S(=O)(=O)NC2CC(=O)N(c3cccc(F)c3)C2)cc1 (configuration not stated)	.	13	0	-0.2	3	2	4	4	-2.7	-4
Cc1noc(NS(=O)(=O)c2ccc(NC(=O)c3oc4ccc(Cl)cc4c3C)cc2)c1C	-8	14	-7	1.3	2	4	-2	-2	-2.6	-22
COC(=O)c1c(C)nc2c(c(SC)nn2-c2ccccc2)c1N	-22	3	-4	-0.4	-2	-4	1	-18	-0.5	12
Nc1ccc(S(=O)(=O)Nc2ccc(C(=O)c3ccccc3)cc2)cc1	.	1	0	5.7	7	4	2	-2	-0.2	-16
CCOC(=O)c1c(CN2CCN(CCO)CC2)n(C)c2cc(Br)c(OC)cc12	-9	3	-2	-0.3	3	0	-5	-11	-0.6	9
CC/C(O)=C1\C(=O)CCCC1=NCc1nc2ccccc2[nH]1	0	14	7	1.0	1	3	2	-1	-3.0	-15
COc1cc(C#Cc2c(-c3cncn3C)n(C)c3ccc(-c4ccc5cc[nH]c5c4)cc23)cc(OC)c1	-2	-7	7	1.4	1	10	-2	2	1.2	-27
COCCCNC(=O)CN(c1cc(OC)ccc1OC)S(=O)(=O)c1ccccc1	-1	8	9	0.5	-5	-2	-2	5	-1.3	8
CCNC(=O)CC1C(=O)N(c2ccc(C)cc2)C(=O)N1Cc1ccccn1 (configuration not stated)	-2	1	10	4.6	-4	-2	0	-3	-0.1	-9
CC1CCCCN1S(=O)(=O)c1ccc(S(=O)(=O)N2CCN(c3ccccc3)CC2)cc1 (configuration not stated)	-4	0	4	-0.8	-3	4	-3	-4	0.0	-10
COc1ccc(-c2ccc(=O)n(Cc3cccc(Cl)c3)n2)cc1	-3	-6	-2	40	-7	5	-5	-4	1.2	-17
Cn1c(SCc2ccccc2)nnc1-c1ccco1	-2	10	2	-0.8	0	0	2	1	-2.0	22
CN(C)/C=N/c1[nH]ncc1C#N	6	.	.	1.2	0	.	0	.	.	.
COc1ccc2c(C)cc(=O)oc2c1	-3	4	-1	-1.4	-7	-1	-1	-2	-0.7	4
O=C(O)c1cc(-c2ccco2)[nH]n1	0	8	2	0.0	-2	-4	2	-9	-1.5	-6
COc1ccc(S(=O)(=O)N2CCCCCC2)cc1C(=O)N(C)CC(=O)Nc1cc(C)ccc1C	-6	17	-1	0.6	-2	-3	6	3	-3.1	-1
